From PubChem
SUMO Mot1 rescue – yeast Mot1-301 growth rescue at high temperature, primary screen, SUMOylation pathway inhibitor project, S. cerevisiae, ATP luminescence, 38.5C; AID 2716, 2010; S. cerevisiae Mot1-301 growth rescue; percent above DMSO median, 100 means doubled; hit rate 1% among 320,000; growth rescue, % at 18.8 µM;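 active = every valid replicate shows activation above 250% relative to neutral control wells; inactive = the rest, any valid replicate at or below 250%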;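 note: OY570 slx delta 5 strain wells were the positive control but not used for scaling; some compounds called inactive have numbers as strong as hits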
Arr AP2 block – inhibitors of beta-arrestin/AP2 binding, primary screen, biochemical, GPCR trafficking, flow cytometry | beta-arrestin 1 C-terminal peptide binding to AP2 beta2-adaptin appendage (human) | FITC-arrestin peptide / GST-AP2 beads; AP2 beta2 appendage carries R879A mutation | inhibition, % at 10 µM | hit rate 0.31% among 340,000 | AID 504490, 2011;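 active = inhibition above a set limit, near 3 SD of compounds lacking own fluorescence, cut at about 54% in these data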;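 note: plate controls were DMSO wells for no effect and 5 µM unlabelled arrestin peptide for full effect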
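system = GST-tagged AP2 beta2-adaptin appendage (R879A) on 4 µm glutathione beads | reagent = FITC-labelled arrestin peptide probe, 50 nM final | schedule = compound with beads 12 min RT, then probe 1 h RT | signal = HyperCyt-sampled flow cytometry, FL1 channel, ex 488/em 535 nm | read-out = percent response from loss of bead-bound FITC fluorescence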
E coli growth – E. coli V3065 growth inhibition, primary screen, counter-screen for AddAB inhibitor project, absorbance, OD600; 18 h; hit rate 0.27% among 330,000; inhibition, % at 11.9 µM;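 active = inhibition above the campaign's mean inhibition across all tested compounds plus 3 SD, cut at about 9.9% in these data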;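 note: uninfected addAB+ strain grown without phage in ampicillin broth; 0% = DMSO wells and 100% = ciprofloxacin 0.95 µg/ml wells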
phage Ecoli inh – growth loss of phage-infected E. coli, primary screen, RecBCD inhibitor project, absorbance, with phage, HTS; inhibition, % at 11.9 µM; hit rate 0.26% among 360,000; AID 651602, 2012; in the data active = inhibition above about 11%
MOR-DOR inv ag – inverse agonists of MOR-DOR heterodimerization, primary screen, cell-based, luminescence; Mu-type opioid receptor (Homo sapiens) + Delta-type opioid receptor (Homo sapiens), …; cell-based MOR-DOR heterodimer luminescence, inverse agonism; inhibition, % at 9.3 µM; hit rate 0.21% among 340,000; AID 504357, 2011; in the data active = inhibition above about 22%, passing the limit was not always enough;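 note: 0% = cells with DMSO and 100% = wells without cells with DMSO; values of inactives mirror those of a sister screen read the other way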
PKA-R1A activ – activators of PKA-R1A holoenzyme, primary screen, biochemical, fluorescence polarization, Cy5-IP20, bovine R1A, mouse PKAc. hit rate 0.083% among 340,000. cAMP-dependent protein kinase type I-alpha regulatory subunit (Bos taurus) + …. PKA-R1A dissociation; scaled: DMSO 0%, 113 µM cGMP 100%. activation, % at 11.4 µM;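 active = percent activation above the mean of all tested compounds plus 3 SD, cut at about 19% in these data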;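 note: higher means more PKAc released from R1A so a rise in polarization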
PfHsp90 set2 – growth inhibition of PfHsp90-expressing yeast, primary screen, antimalarial PfHsp90 inhibitor project, S. cerevisiae, BacTiter-Glo luminescence, single point, set 2; BacTiter-Glo ATP, 48 h; yeast lacking PDR1 and PDR3 efflux regulators; inhibition, % at 9.4 µM; hit rate 0.32% among 310,000;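 active = every replicate shows inhibition above about 80%, whatever the replicate mean, limit read from the data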;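 note: 0% = DMSO neutral controls and 100% = 20 µM radicicol positive controls; yeast relying on Plasmodium falciparum Hsp90 in place of its own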
Pemphigus Ab inh – inhibitors of pemphigus antibody binding to DSG3, primary screen, biochemical, bead-based, flow cytometry, scFv-GFP; Desmoglein-3 (Homo sapiens), P32926; binding (percent of control), % at 10 µM; hit rate 0.48% among 310,000; AID 588358, 2011; DSG3-coupled beads, scFv-anti-DSG3-GFP binding; hits give low values;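 active = binding more than 3 SD below its plate's average and above zero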;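 note: hits lower antibody fragment binding to DSG3; some compounds called inactive have numbers as strong as hits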
Target sequence (P32926 whole entry, looked up, the tested form may be a part): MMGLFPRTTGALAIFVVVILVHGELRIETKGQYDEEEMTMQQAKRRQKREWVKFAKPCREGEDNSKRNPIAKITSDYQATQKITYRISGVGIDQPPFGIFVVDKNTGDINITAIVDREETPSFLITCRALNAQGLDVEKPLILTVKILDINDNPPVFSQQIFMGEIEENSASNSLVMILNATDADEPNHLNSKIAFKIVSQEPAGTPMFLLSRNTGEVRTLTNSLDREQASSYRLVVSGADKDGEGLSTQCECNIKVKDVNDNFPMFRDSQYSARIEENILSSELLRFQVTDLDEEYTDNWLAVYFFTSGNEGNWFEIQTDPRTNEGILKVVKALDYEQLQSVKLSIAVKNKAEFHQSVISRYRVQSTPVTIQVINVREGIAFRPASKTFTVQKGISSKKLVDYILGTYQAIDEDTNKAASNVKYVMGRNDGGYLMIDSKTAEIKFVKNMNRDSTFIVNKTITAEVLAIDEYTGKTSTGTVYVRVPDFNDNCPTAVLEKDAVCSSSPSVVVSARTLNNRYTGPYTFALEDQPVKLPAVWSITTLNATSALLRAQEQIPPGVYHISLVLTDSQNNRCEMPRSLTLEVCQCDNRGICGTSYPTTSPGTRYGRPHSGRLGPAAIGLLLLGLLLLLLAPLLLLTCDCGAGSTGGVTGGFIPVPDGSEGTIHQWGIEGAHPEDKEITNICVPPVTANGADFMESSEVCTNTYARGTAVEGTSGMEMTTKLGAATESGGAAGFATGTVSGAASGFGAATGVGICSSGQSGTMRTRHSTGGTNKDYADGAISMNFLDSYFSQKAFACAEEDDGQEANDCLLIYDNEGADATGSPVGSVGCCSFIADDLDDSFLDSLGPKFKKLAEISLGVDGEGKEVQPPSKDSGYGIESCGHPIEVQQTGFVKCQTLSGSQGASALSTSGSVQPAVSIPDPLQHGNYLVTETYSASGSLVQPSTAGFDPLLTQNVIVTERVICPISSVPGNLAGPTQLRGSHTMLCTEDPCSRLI
Tat export inh – E. coli Tat export inhibitors, primary screen, MC4100, TorA-mCherry reporter, fluorescence, single point. inhibition, % at 10 µM. hit rate 0.036% among 340,000. AID 488895, 2010;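 active = mean replicate inhibition at least 50% and at least half of replicates individually reaching 50%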;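 note: exported cargo escapes ClpAP degradation while cytoplasmic cargo is degraded and loses fluorescence; 0% = median of neutral control wells and 100% = median of NaSCN control wells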
MOR-DOR ag – agonists of OPRM1-OPRD1 heterodimerization, primary screen, cell-based, luminescence; activation, % at 9.3 µM; cells; Mu-type opioid receptor (Homo sapiens) + Delta-type opioid receptor (Homo sapiens), …; hit rate 0.3% among 340,000; in the data active = activation above about 18%;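 note: 0% = vehicle-treated cells and 100% = reference agonist; values of inactives mirror those of a sister screen read the other way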
AddAB inh – growth inhibition of E. coli expressing H. pylori AddAB, primary screen, AddAB inhibitor project, absorbance; inhibition, % at 11.9 µM; hit rate 0.29% among 330,000; AID 435030, 2010; in the data active = inhibition above about 12%;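 note: 0% = vehicle wells of infected cells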
Starred values were filed as active, the others as inactive; . = no result given. Rows were taken by chance, and some 2.8% of all compounds hit somewhere here.

SMILES | SUMO Mot1 rescue | Arr AP2 block | E coli growth | phage Ecoli inh | MOR-DOR inv ag | PKA-R1A activ | PfHsp90 set2 | Pemphigus Ab inh | Tat export inh | MOR-DOR ag | AddAB inh
Cc1cc(=O)[nH]c(SCC(=O)Nc2cccc(S(=O)(=O)N3CCOCC3)c2)n1 | -8.2 | -1.8 | 2.3 | 0.8 | 10.5 | 0.3 | 2.0 | 92.4 | -0.9 | -2.7 | 0.9
Cc1ccc(OCC(=O)c2cc(C)n(Cc3ccco3)c2C)c([N+](=O)[O-])n1 | 58.8 | -9.3 | 2.8 | 3.8 | 13.3 | -11.8 | 8.7 | 96.2 | -2.7 | -2.7 | 3.4
CN(CC(=O)Nc1ccc(N2CCOCC2)cc1)C(=O)CCc1ccccc1Cl | 4.4 | -8.9 | 0.7 | 1.1 | -9.5 | -10.8 | . | 100.6 | 5.1 | 1.5 | 1.2
CCOc1cc(-c2sc(Nc3ccccc3)n[n+]2-c2ccc(F)cc2)ccc1OC | 424.4 | 15.7 | -0.3 | 3.1 | 8.9 | 0.2 | -13.5 | 101.1 | 1.8 | -1.6 | 4.4
CCC1CCc2c(sc(NC(=O)CSc3nc(-c4ccco4)cc(C(F)(F)F)n3)c2C#N)C1 (centres undefined) | 9.0 | 40.2 | -1.2 | -2.7 | 2.8 | -4.7 | -22.0 | 98.5 | -13.3 | -0.5 | -0.6
CC(C)[C@H](NC(=O)c1ccccc1F)C(=O)NCc1ccc(S(N)(=O)=O)cc1 | 20.8 | -3.7 | 0.0 | -1.1 | 6.3 | 3.5 | 5.4 | 123.6 | -7.0 | -1.0 | 1.5
COc1ccccc1N1C(=O)CC(Sc2ccccc2N)C1=O (centres undefined) | 18.4 | 6.1 | -0.7 | -0.3 | -0.9 | 4.3 | -3.7 | 103.3 | -10.4 | 0.2 | 0.1
CN(C(=O)c1cccc(NC(=O)Cc2ccc(NC(=O)C3CCCN(C(=O)CCc4ccccc4)C3)cc2)c1)C1CC1 (centres undefined) | . | 2.2 | . | 2.0 | 12.8 | 2.8 | 7.4 | 99.3 | -3.6 | -2.8 | .
CC(C)(C)Nc1nc2nonc2nc1NC(C)(C)C | 15.6 | 8.7 | 4.8 | 8.1 | -0.3 | 2.2 | -9.4 | 101.8 | -6.4 | 0.1 | 8.0
Cc1nc2nc(CCc3ccccc3)nn2c(C)c1Cl | 52.8 | 0.0 | 0.6 | -1.6 | 10.7 | -3.4 | -8.9 | 103.7 | 2.7 | -2.1 | -0.6
Cn1cnnc1SCC(=O)NC1CCCN(Cc2ccccc2F)C1 (centres undefined) | 9.3 | -4.3 | -0.6 | 1.7 | 18.4 | -5.2 | -10.7 | 77.3 | -4.5 | -3.6 | 0.8
Cc1c(N)cccc1[N+](=O)[O-] | 54.7 | 1.7 | 0.3 | 3.0 | 12.6 | -18.5 | -9.2 | 100.4 | -11.4 | -2.4 | 1.5
O=C(CN1CCN(c2ccccn2)CC1)Nc1ccc(Br)cc1 | 5.4 | 13.8 | 2.3 | 0.2 | 5.0 | -8.2 | -17.6 | 100.3 | 2.4 | -1.1 | 0.8
COC(=O)c1ccc(N2CCN(S(=O)(=O)c3c(C)cc(C)cc3C)CC2)c([N+](=O)[O-])c1 | 9.5 | 2.8 | -0.7 | 2.5 | 0.2 | -14.0 | -16.9 | . | -6.7 | 0.0 | 0.2
CSCCC(NC(=O)c1ccccc1Cl)C(=O)NCC(c1ccc(F)cc1)N1CCOCC1 (centres undefined) | . | -8.4 | . | 0.9 | 7.4 | 12.0 | -2.1 | 98.8 | 1.0 | -1.9 | .
Cc1noc(C)c1S(=O)(=O)N1CCC2(CC1)OCCO2 | 151.1 | -1.7 | 0.7 | 2.2 | -0.2 | 6.0 | -27.0 | 97.4 | -2.8 | 0.0 | 1.1
CC1=NNC(=O)/C1=C\c1cn(-c2ccccc2)nc1-c1cccs1 | -11.0 | -3.1 | 2.3 | 4.2 | -28.1 | -7.1 | 110.1* | 91.2 | 8.6 | 3.9 | 2.6
COC(=O)c1ccc(CNC(=O)Cn2cnc3c(OCc4ccccc4)ncnc32)cc1 | 9.3 | -9.1 | -3.2 | 2.6 | . | -2.2 | -7.5 | 97.9 | -5.1 | . | -0.5
O=C(CCC(F)(F)F)N1CCCC(N2CCN(c3cccc(Cl)c3)CC2)C1 (centres undefined) | 0.3 | 0.3 | 0.6 | 3.1 | 7.1 | 8.9 | -7.6 | 118.9 | -7.7 | -1.4 | 2.2
CCc1cccc(C)c1NC(=O)CO/N=C(\C)c1cc2ccccc2o1 | 0.3 | -3.5 | -0.2 | 2.9 | -4.7 | -9.0 | . | 100.7 | 0.1 | 0.9 | 2.9
C/C(=C\c1ccccc1)CN1CCN(c2ccccc2F)CC1 | -3.6 | -2.7 | 2.7 | -1.2 | -43.8 | -16.5 | -5.2 | 102.7 | -1.3 | 7.5 | 2.0
Cc1ccc(CON=C2CCN(c3ncc(C(F)(F)F)cc3Cl)CC2)cc1 | -8.6 | -20.8 | -2.4 | 5.6 | -6.0 | 4.3 | -7.7 | 96.6 | 2.9 | 1.4 | 2.1
Cc1ccc(NC(=O)CN(C)CC(=O)Nc2ccc(N3CCOCC3)cc2)c([N+](=O)[O-])c1 | -5.6 | 5.0 | -4.0 | 4.7 | 0.8 | 12.9 | -6.2 | . | -7.8 | -0.1 | 0.1
Cc1ccc(N2CC(C(=O)OCC(=O)NNC(=O)c3ccccc3)CC2=O)cc1 (centres undefined) | 12.3 | 22.9 | -0.6 | 1.8 | 24.9 | 2.1 | -21.6 | 95.2 | -5.7 | -5.1 | -1.6
Cc1ccc(C)c(NC(=O)CCC(=O)NNC(=O)c2cccs2)c1 | -6.3 | 3.4 | -0.9 | 2.0 | 0.3 | 0.4 | 2.7 | . | -0.8 | -0.1 | 2.1
CN1CCN(C(=O)c2ccc3c(=O)n(Cc4ccco4)c(=S)[nH]c3c2)CC1 | 9.8 | 1.6 | 0.2 | -0.8 | 0.5 | -1.6 | 17.6 | . | 14.0 | -0.1 | 1.2
CCN(CCNC(=O)c1cc(C)nn1-c1ccccc1)c1ccccc1 | -12.6 | 0.9 | -1.4 | 4.5 | 0.4 | -1.0 | -12.2 | 99.0 | -2.8 | -0.1 | 1.4
Cc1cc(-c2csc(NC(=O)c3ccc(S(=O)(=O)N(C)C)cc3)n2)c(C)n1-c1ccccc1 | -13.3 | 4.3 | -0.9 | 3.1 | 1.6 | -12.8 | -24.2 | 83.6 | -1.2 | -0.2 | 1.5
Brc1ccc(CSc2ccc3nnc(-c4ccccn4)n3n2)cc1 | -12.0 | -4.7 | -1.2 | 4.4 | 20.5 | -6.1 | 5.0 | 101.6 | 6.2 | -4.4 | 0.4
CN(CC(=O)Nc1ccc(C#N)cc1)Cc1ccc(Cl)cc1Cl | 2.6 | -3.1 | -0.3 | 1.1 | -26.1 | -16.4 | 9.1 | 99.7 | 10.9 | 4.9 | -0.3
COc1ccc(N(Cc2ccc(N(C)C)cc2)C(=O)c2ccc(S(C)(=O)=O)cc2)cc1 | 130.7 | -3.0 | -2.3 | 0.5 | 9.3 | 0.3 | 9.7 | 92.9 | -2.6 | -1.8 | 1.9
C=Cc1cccc(NC(=O)COc2ccccc2)c1 | -9.5 | 18.0 | 2.7 | 3.6 | -10.9 | -5.2 | -1.2 | 98.6 | 5.0 | 2.2 | 5.0
CCOc1cc(CNCc2ccccn2)ccc1OCC(=O)NC(C)(C)C | -16.4 | -3.6 | -0.9 | 2.8 | 3.5 | -7.1 | -1.7 | 93.7 | -1.6 | -0.6 | -0.7
CC(c1ccco1)N(Cc1ccco1)C(=O)Nc1ccccc1 (centres undefined) | 11.9 | -12.1 | -2.8 | 0.9 | 0.3 | -8.0 | 1.4 | 95.9 | -4.0 | -0.1 | 1.8
Cc1ccc2cccc(S(=O)(=O)N3CCN(c4ccccc4F)CC3)c2n1 | -18.6 | 0.2 | 0.2 | . | 6.2 | -8.7 | 13.0 | 102.6 | 7.4 | -1.1 | 2.0
Nc1nc(SCC(=O)Nc2ccc(OC(F)(F)F)cc2)[nH]c(=O)c1NC(=O)c1ccc(Br)o1 | 8.5 | 29.8 | 2.4 | 0.2 | 11.6 | -3.7 | -12.0 | 99.4 | -8.6 | -2.3 | 3.2
COc1ccc(NC(=O)c2cc(C(=O)Nc3ccc(OC)cc3OC)cc([N+](=O)[O-])c2)c(OC)c1 | 3.7 | 8.3 | -2.1 | 0.3 | 16.1 | -14.6 | -32.5 | 96.7 | -8.8 | -3.1 | -0.9
COc1ccccc1CNC(=O)CCS(=O)(=O)c1ccc2c(c1)CCCN2C(C)=O | 57.7 | 4.6 | -1.9 | -0.6 | 7.3 | 15.3 | 4.1 | 97.9 | -5.0 | -1.2 | 0.4
COc1cc(/C=N/NC(=O)CCNC(=O)c2ccccc2Cl)ccc1O | 1.8 | 5.6 | 1.1 | 2.1 | 9.4 | -3.0 | -50.4 | 101.3 | -12.7 | -1.8 | 3.0
CCSc1nsc(NC(=O)Nc2ccccc2F)n1 | -9.1 | 7.1 | 4.0 | 5.8 | -24.4 | 1.6 | 3.2 | 100.6 | -2.1 | 4.9 | -1.7
COc1ccc(-c2cc3nc(C)cc(N4CC(C)CC(C)C4)n3n2)cc1 (centres undefined) | -8.1 | -5.5 | -1.9 | -2.1 | -9.2 | -9.9 | -22.5 | 103.5 | 0.0 | 2.2 | 3.6
CC(NC(=O)NC12CC3CC(CC(C3)C1)C2)C1CCCO1 (centres undefined) | -16.4 | 4.1 | -2.4 | -0.2 | 16.7 | 11.3 | -17.6 | 98.7 | -1.4 | -3.1 | -1.6
